Assay outcomes from PubChem.
Bcl-2 Bim block = inhibitors of Bim-Bcl-2 binding, primary screen, biochemical, multiplexed, human Bcl-2 family; Apoptosis regulator Bcl-2 (Homo sapiens), P10415; Bead-based flow cytometry, Bim peptide-Bcl-2 binding; inhibition, % at 10 µM; 190,000 tested, 0.06% active; in the data active = inhibition above about 40%; inconclusive = no clear call, values can overlap the other calls;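 note: 0% = no compound wells with probe peptide and 100% = reference peptide inhibitor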
Target sequence (P10415 whole entry, looked up): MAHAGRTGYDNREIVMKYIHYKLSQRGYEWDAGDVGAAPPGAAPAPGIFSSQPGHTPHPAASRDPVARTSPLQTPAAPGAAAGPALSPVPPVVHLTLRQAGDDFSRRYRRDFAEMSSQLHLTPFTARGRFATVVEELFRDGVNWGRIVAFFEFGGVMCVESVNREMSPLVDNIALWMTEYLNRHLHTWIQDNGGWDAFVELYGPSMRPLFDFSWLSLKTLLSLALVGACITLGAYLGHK
GSH fluor = compound fluorescence on glutathione beads, profiling panel, artefact control, biophysical, 488/530 nm, flow cytometry | GSH beads flow cytometry, compound fluorescence 488/530 nm; hits give high values | fluorescence (KMESF) at 10 µM | 190,000 tested, 0.25% active | AID 1776, 2009; in the data active = fluorescence above about 89;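 note: glutathione beads carrying GST-tagged Bcl family fusion proteins plus one bare bead set; values are compound well signal with DMSO vehicle wells as background; inactives centre near 16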
ABCG2 inh = ABCG2 efflux pump inhibitors, primary screen, multiplex with ABCB1, IgMXP3 cells, flow cytometry; JC-1 efflux; inhibition, % at 6.6 µM; 190,000 tested, 0.1% active; AID 1325, 2008;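 active = inhibition above 80%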;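 note: 0% = DMSO and 100% = nicardipine control wells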
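test system = two drug-resistant human cell lines, ABCG2 and ABCB1 | amount = 3 million cells/mL final, two lines in 1:1 ratio | reagent = JC-1 transporter substrate | doses = one concentration, 6.6 µM final | incubation = 10 min at 25 °C | signal = flow cytometric JC-1 green MFI at 530 nm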
Bcl-B Bim block = inhibitors of Bim-Bcl-B binding, primary screen, biochemical, multiplexed, human Bcl-2 family. 190,000 tested, 0.073% active. AID 951, 2007. inhibition, % at 10 µM. bead-based flow cytometry, Bim peptide-Bcl-B binding. Bcl-2-like protein 10 (Homo sapiens), Q9HD36;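 note: 0% = tracer peptide without compound and 100% = reference inhibitor peptide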
Target sequence (Q9HD36 whole entry, looked up): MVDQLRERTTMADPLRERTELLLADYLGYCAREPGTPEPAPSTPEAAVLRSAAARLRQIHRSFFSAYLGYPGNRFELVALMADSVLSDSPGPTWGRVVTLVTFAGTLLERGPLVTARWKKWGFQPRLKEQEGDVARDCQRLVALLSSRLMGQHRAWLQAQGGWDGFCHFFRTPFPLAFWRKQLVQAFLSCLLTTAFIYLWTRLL
Bim-Bcl-W = inhibitors of Bim binding to Bcl-W, primary screen, biochemical, multiplexed, bead-based flow cytometry. Bcl-2-like protein 2 (Homo sapiens), Q92843. inhibition, % at 10 µM. Bim peptide-Bcl-W binding. AID 952, 2007. 190,000 tested, 0.02% active;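 note: 0% = bound tracer without compound and 100% = peptide blocker; higher means less fluorescent Bim peptide bound to Bcl-W beads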
Target sequence (Q92843 whole entry, looked up): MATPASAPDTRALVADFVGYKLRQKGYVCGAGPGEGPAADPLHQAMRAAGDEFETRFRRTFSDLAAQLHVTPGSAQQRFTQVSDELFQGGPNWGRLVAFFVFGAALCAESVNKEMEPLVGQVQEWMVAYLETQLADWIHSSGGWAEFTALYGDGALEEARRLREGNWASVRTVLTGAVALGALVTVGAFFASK
ABCB1 block = ABCB1 efflux pump inhibitors, primary screen, cell-based, multiplex, flow cytometry, ABCG2 counter-screen | ATP-dependent translocase ABCB1 (Homo sapiens), P08183 | CCRF-Adr cells, JC-1 efflux | inhibition, % at 6.6 µM | 190,000 tested, 0.067% active; in the data active = inhibition above about 40%;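 note: 0% = vehicle and 100% = reference inhibitor; higher value means more JC-1 retained so stronger ABCB1 efflux block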
RGS7-Gao reg = RGS7-Galphao binding modulators, primary screen, biochemical, multiplexed bead flow cytometry; binding response (% of control), % at 10 µM; 220,000 tested, 0.35% active; actives lie on both sides; Guanine nucleotide-binding protein G(o) subunit alpha (Homo sapiens), P09471; in the data active = binding response below about 49% or above about 150%; inconclusive = no clear call, values can overlap the other calls; inactive = in between;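 note: fluorescent Galphao held in activated GDP-AlF4 state binding bead-coupled RGS7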
Avidin bead fluor = green autofluorescence of compounds with avidin beads – biophysical, 488/530 nm, flow cytometry, artefact control, profiling panel; compound fluorescence 488/530 nm; hits give high values; fluorescence (KMESF) at 10 µM; AID 1775, 2009; 220,000 tested, 0.38% active; in the data active = fluorescence above about 47; note: inactives centre near 10
RGS4-Gao reg = modulators of RGS4 binding to Galphao, primary screen, biochemical, multiplexed bead flow cytometry. Guanine nucleotide-binding protein G(o) subunit alpha (Homo sapiens), P09471. actives lie on both sides. binding response (% of control), % at 10 µM. 220,000 tested, 0.33% active. AID 1415, 2008; in the data active = binding response below about 49% or above about 150%; inactive = in between;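 note: fluorescent Galphao activated with aluminum fluoride binding bead-coupled RGS4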
Bcl-XL Bim block = inhibitors of Bim-Bcl-XL binding, primary screen, biochemical, multiplexed, bead flow cytometry, human Bcl-XL | AID 1007, 2008 | inhibition, % at 10 µM | Bim peptide-Bcl-XL binding, fluorescence | 190,000 tested, 0.04% active | Bcl-2-like protein 1 (Homo sapiens), Q07817
Target sequence (Q07817 whole entry, looked up): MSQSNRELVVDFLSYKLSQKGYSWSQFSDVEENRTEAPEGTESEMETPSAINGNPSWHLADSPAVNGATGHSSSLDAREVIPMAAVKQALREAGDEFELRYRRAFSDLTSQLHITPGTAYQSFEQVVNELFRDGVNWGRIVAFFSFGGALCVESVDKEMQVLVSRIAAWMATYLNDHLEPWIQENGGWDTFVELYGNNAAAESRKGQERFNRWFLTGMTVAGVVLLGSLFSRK
Bim-Bfl-1 = inhibitors of Bim binding to Bfl-1, primary screen, biochemical, multiplexed, bead-based flow cytometry | Bim-Bfl-1 binding inhibition | 190,000 tested, 0.12% active | inhibition, % at 10 µM | Bcl-2-related protein A1 (Homo sapiens), Q16548;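 note: 0% = wells without compound plus tracer and 100% = blocker peptide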
* marks the source's active call; other numbers are inactive results; ? = inconclusive. Cut-off read from the data, not from the text of the source, unless noted: active = inhibition above about 40%.

SMILES	Bcl-2 Bim block	GSH fluor	ABCG2 inh	Bcl-B Bim block	Bim-Bcl-W	ABCB1 block	RGS7-Gao reg	Avidin bead fluor	RGS4-Gao reg	Bcl-XL Bim block	Bim-Bfl-1
CCC(c1nnnn1C(C)(C)CC)N(CCN1CCOCC1)Cc1cc2cc(C)ccc2[nH]c1=O (stereo not given)	-4	59	8	-5	4	1.2	100	11	100	0	-13
O=C(Nc1ccc(Cl)cc1)c1ccc(-n2cccn2)c([N+](=O)[O-])c1	-11	43	3	-12	-1	0.0	103	12	99	-10	-14
CC(C)c1ccc(-c2noc(C3CCCN(S(C)(=O)=O)C3)n2)cc1 (stereo not given)	-2	24	2	-2	0	0.4	99	14	103	-3	-3
CC(C)(C)NC(=O)CSc1nc2ccccc2n1-c1ccccc1	-8	11	6	-17	0	1.9	97	6	101	-7	-4
FC(F)(F)c1cccc(NC(=S)NCCc2ccccn2)c1	-2	29	-2	0	0	-5.0	93	11	93	0	0
NC(=O)CC(c1ccccc1)c1ccco1 (stereo not given)	-3	13	2	-3	-6	0.0	99	34	100	-2	-4
Cc1ccc(OCC(O)CN2CCN(CC(O)COc3ccc(C)cc3Cl)CC2)c(Cl)c1 (stereo not given)	-4	58	61	-8	-6	77*	127	9	139	-14	-6
O=Cc1ccc(OCc2ccccn2)cc1	-1	18	1	3	1	0.2	101	6	102	1	0
CCOC(=O)NC(=S)Nc1c(C)n(C)n(-c2ccccc2)c1=O	2	10	7	-1	2	-0.1	94	12	99	1	-4
Cc1ccc(C(=O)Nc2cccnc2N2CCN(C)CC2)cc1	0	15	3	-2	2	1.1	?	10	102	0	-4
CN(Cc1c(F)cccc1Cl)C(=O)c1cc2ccccc2o1	-3	15	3	1	0	0.2	101	12	103	-3	-5
O=C(/C=C/c1cccs1)NC(=S)Nc1ccccc1	-3	16	2	1	0	0.1	100	8	102	0	-7
CCCC(C)NC(=O)COC(=O)c1cc(Br)c(Br)s1 (stereo not given)	-2	26	9	0	0	0.0	98	11	97	0	-1
CC(O)CNC12CC3CC(CC(C3)C1)C2 (stereo not given)	-8	12	2	-2	0	1.1	91	6	87	0	-5
O=C(NCc1ccncc1)/C(=C\c1ccc(F)cc1)NC(=O)c1ccccc1	-4	13	1	-5	-6	0.1	103	12	98	-6	-7

Compound profiles, as listed above. Order of values: Bcl-2 Bim block | GSH fluor | ABCG2 inh | Bcl-B Bim block | Bim-Bcl-W | ABCB1 block | RGS7-Gao reg | Avidin bead fluor | RGS4-Gao reg | Bcl-XL Bim block | Bim-Bfl-1
`O=C(NCc1ccncc1)/C(=C\c1ccc(F)cc1)NC(=O)c1ccccc1` as listed: -4 | 13 | 1 | -5 | -6 | 0.1 | 103 | 12 | 98 | -6 | -7
`CCCC(C)NC(=O)COC(=O)c1cc(Br)c(Br)s1` (stereo not given) as listed: -2 | 26 | 9 | 0 | 0 | 0.0 | 98 | 11 | 97 | 0 | -1
`CC(C)(C)NC(=O)CSc1nc2ccccc2n1-c1ccccc1` as listed: -8 | 11 | 6 | -17 | 0 | 1.9 | 97 | 6 | 101 | -7 | -4
`CN(Cc1c(F)cccc1Cl)C(=O)c1cc2ccccc2o1` as listed: -3 | 15 | 3 | 1 | 0 | 0.2 | 101 | 12 | 103 | -3 | -5
`CC(O)CNC12CC3CC(CC(C3)C1)C2` (stereo not given) as listed: -8 | 12 | 2 | -2 | 0 | 1.1 | 91 | 6 | 87 | 0 | -5

Given as labelled records: part of the list above
CC(C)c1ccc(-c2noc(C3CCCN(S(C)(=O)=O)C3)n2)cc1 (stereo not given)
  Bcl-2 Bim block = -2 | GSH fluor = 24 | ABCG2 inh = 2 | Bcl-B Bim block = -2 | Bim-Bcl-W = 0 | ABCB1 block = 0.4 | RGS7-Gao reg = 99 | Avidin bead fluor = 14 | RGS4-Gao reg = 103 | Bcl-XL Bim block = -3 | Bim-Bfl-1 = -3
Cc1ccc(OCC(O)CN2CCN(CC(O)COc3ccc(C)cc3Cl)CC2)c(Cl)c1 (stereo not given)
  Bcl-2 Bim block = -4 | GSH fluor = 58 | ABCG2 inh = 61 | Bcl-B Bim block = -8 | Bim-Bcl-W = -6 | ABCB1 block = 77* | RGS7-Gao reg = 127 | Avidin bead fluor = 9 | RGS4-Gao reg = 139 | Bcl-XL Bim block = -14 | Bim-Bfl-1 = -6

The main list resumes with the 2 entries that preceded the break.
SMILES	Bcl-2 Bim block	GSH fluor	ABCG2 inh	Bcl-B Bim block	Bim-Bcl-W	ABCB1 block	RGS7-Gao reg	Avidin bead fluor	RGS4-Gao reg	Bcl-XL Bim block	Bim-Bfl-1
CC(O)CNC12CC3CC(CC(C3)C1)C2 (stereo not given)	-8	12	2	-2	0	1.1	91	6	87	0	-5
O=C(NCc1ccncc1)/C(=C\c1ccc(F)cc1)NC(=O)c1ccccc1	-4	13	1	-5	-6	0.1	103	12	98	-6	-7
CC(=O)NC(Cc1cccc(C)c1)C(=O)NC1CCN(C(=O)c2ccc([N+](=O)[O-])cc2)CC1 (stereo not given)	-8	11	0	-2	-1	-0.1	103	10	107	-5	-8
CCN1C(=O)CC(N2CCC(C(=O)N3CCCCCC3)CC2)C1=O (stereo not given)	0	13	0	2	0	-0.3	94	11	97	-3	1
N=C1c2ccccc2CN1NC(=O)c1cccc(S(=O)(=O)N2CCCCC2)c1	1	10	1	-3	-2	0.8	92	4	96	-4	-1
Cc1ccc(S(=O)(=O)C(F)(F)F)cc1NC(=O)c1cccnc1	-7	21	22	-2	1	-0.2	108	30	108	-2	-16
COC(=O)C1=C(C)Nc2c(c(=O)n(C)c(=O)n2C)C1c1ccc(Cl)cc1 (stereo not given)	0	9	2	-6	0	0.7	105	3	103	-3	-2
O=c1c(C=Nc2ccc(Oc3ccccc3)cc2)c[nH]n1-c1cccc(Cl)n1	-4	8	4	-1	-3	0.9	107	24	104	-5	-3
CCOC(=O)c1c(/N=C/c2cc(C)ccc2O)sc2c1CCN(C)C2	-7	11	14	-7	0	1.7	93	21	95	-3	-6
COc1ccc(C(=O)Nc2nc(C)c3cc4c(cc3n2)OCO4)cc1	-6	7	1	0	0	0.1	118	9	114	5	8
CCOC(=O)C(CC)Sc1nnc2cc(C)c3ccccc3n12 (stereo not given)	3	15	9	-7	-2	1.6	96	8	101	-4	-1
COc1ccc(-c2c(C)[nH]n3c(=O)c(Cc4ccccc4)c(C)nc23)cc1OC	-6	11	15	-2	-2	0.5	?	13	102	-1	-8
COc1ccc(Cc2nc(C(=O)Nc3ccc(F)cc3)cs2)cc1	-13	10	4	-9	0	0.1	96	9	100	-1	-7
O=C(O)/C(=C\c1cccc(F)c1)c1ccc(S(=O)(=O)N2CCCCC2)s1	-3	11	4	-7	-4	-1.0	101	22	102	-6	-3
N#Cc1c(NC(NC(=O)c2ccco2)C(=O)c2ccccc2)sc2c1CCCC2 (stereo not given)	-13	7	1	-9	0	0.2	100	9	97	-6	-13
CC(=O)N1CCN(Cc2nc3cc(NC(=O)NC4CCCCC4)ccc3n2C)CC1	-1	19	0	0	2	0.1	?	9	104	-2	-2
CC(=O)c1ccccc1Oc1nc(CN2CCOCC2)nc2scc(-c3cccs3)c12	-8	49	1	-5	0	1.4	100	5	97	-8	-13
CCOC(=O)N1CCN(C(=O)CN(Cc2ccccc2)S(=O)(=O)c2ccc(OC)c(Cl)c2)CC1	5	10	-1	1	2	0.5	98	5	100	3	4
COc1ccc(-c2nnc(Nc3ccc(S(=O)(=O)Nc4nccs4)cc3)c3ccccc23)cc1	-3	8	-2	-3	0	-0.2	86	6	96	-3	-4
Cc1ccc(-c2cc(C(=O)Nc3c(C)n(C)n(-c4ccccc4)c3=O)[nH]n2)c(O)c1	-7	34	0	-14	-1	0.2	100	8	105	-8	-10
CCn1c(COc2c(C)cccc2C)nnc1SCC(=O)N1CCN(c2ccccc2)CC1	-4	54	4	-2	-1	1.0	111	4	110	-8	-2
Cc1cc(/C=C(\C#N)C(=O)NCc2cccs2)c(C)n1-c1ccc([N+](=O)[O-])cc1	0	15	-1	0	1	-0.1	98	21	100	1	0
COc1ccc2cc(C)c3nnc(SCC(=O)Nc4nc(-c5ccc(F)cc5)cs4)n3c2c1	-5	7	4	-15	-7	2.0	85	4	87	-9	0
CC(C(=O)c1ccccc1)n1c(N2CCOCC2)nc2c1c(=O)n(C)c(=O)n2C (stereo not given)	-8	36	0	-11	-1	-0.1	100	10	102	1	-13
COC(=O)c1c(C)c[nH]c1C	-2	24	3	5	-1	1.7	102	8	100	0	4
CC(C)c1nnc(SCC(=O)NC(C)(C)C)n1C	-1	23	3	0	-7	0.3	97	5	99	-1	4
CC(=O)Nc1ccc2nc(CN3CCN(Cc4ccc(F)cc4)C(CCO)C3)ccc2c1 (stereo not given)	-2	14	0	-9	-6	0.2	108	2	103	-6	-4
Cn1c2ccccc2c2c(C(=O)NCCCN3CCCC3=O)cn(C3CCCCC3)c(=O)c21	-1	22	0	1	-1	0.2	98	16	99	-1	0
Cn1c(CN2CCN(c3ccc(Cl)cc3)CC2)nc2ccccc21	-4	17	0	-6	1	-0.1	98	8	99	0	-6
COc1cc(/C=N\NC(=O)c2ccc(C)nc2)ccc1OC(=O)c1ccco1	-2	21	35	0	-1	-0.4	97	10	94	-3	-2
Clc1ccc(Cn2ncc3c(N4CCCC4)ncnc32)cc1	-5	18	5	0	-1	1.1	134	14	128	1	0
O=C(c1cnn2ccccc12)N1CCCc2ccccc21	2	18	0	0	3	0.1	101	3	102	3	1
O=C(NCCCn1ccnc1)c1cccc(S(=O)(=O)N2CCCCCC2)c1	-9	39	2	-5	0	0.6	99	6	97	-9	-11
CC[C@H](C)[C@@H]1NC(=O)c2cc([N+](=O)[O-])cc(F)c2NCCCC[C@@H](C(N)=O)NC(=O)[C@H](CCCCN)NC1=O	-2	16	-1	-6	-3	-0.2	103	11	105	-2	-1
C#CCOCCOCCOCCNc1nc(N2CCN(C(=O)[C@H]([C@@H](C)O)n3cc(CCCCN)nn3)CC2)nc(N2CCN(C(=O)[C@H]([C@@H](C)CC)n3cc(CCCN=C(N)N)nn3)CC2)n1	2	19	4	-4	-2	1.5	112	11	109	0	3
O=C1Oc2ccccc2C(=O)/C1=C/N1CCN(c2ccccc2F)CC1	-4	14	-1	5	1	-0.5	104	12	102	0	3
